UGM FP inh: blocks M. tuberculosis UGM enzyme; hit rate 0.06% among 320,000; purified UGM, fluorescence polarization probe displacement; P9WIQ1; AID 504406; inhibition, % at 10 µM; in the data active means inhibition above about 10%, passing the limit was not always enough; inconclusive means no clear call, values can overlap the other calls
Target sequence (P9WIQ1 whole entry, looked up): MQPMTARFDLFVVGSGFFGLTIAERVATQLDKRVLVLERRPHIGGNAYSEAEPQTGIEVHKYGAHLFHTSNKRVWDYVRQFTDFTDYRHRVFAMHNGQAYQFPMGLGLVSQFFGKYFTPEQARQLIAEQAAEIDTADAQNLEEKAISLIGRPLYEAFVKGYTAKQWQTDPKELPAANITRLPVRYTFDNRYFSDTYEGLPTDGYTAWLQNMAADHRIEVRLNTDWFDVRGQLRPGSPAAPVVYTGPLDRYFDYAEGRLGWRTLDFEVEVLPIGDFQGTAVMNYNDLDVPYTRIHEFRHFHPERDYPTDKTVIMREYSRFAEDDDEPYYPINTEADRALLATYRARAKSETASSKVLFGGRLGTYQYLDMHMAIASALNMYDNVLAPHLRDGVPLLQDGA
FBA Mtb inh: inhibits M. tuberculosis FBA enzyme. P9WQA3. purified M. tuberculosis FBA, fluorescence read-out. inhibition, % at 1 µM. hit rate 2.3% among 360,000; in the data active means inhibition above about 27%;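 further: 0% = vehicle and 100% = reference inhibitor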
Target sequence (P9WQA3 whole entry, looked up): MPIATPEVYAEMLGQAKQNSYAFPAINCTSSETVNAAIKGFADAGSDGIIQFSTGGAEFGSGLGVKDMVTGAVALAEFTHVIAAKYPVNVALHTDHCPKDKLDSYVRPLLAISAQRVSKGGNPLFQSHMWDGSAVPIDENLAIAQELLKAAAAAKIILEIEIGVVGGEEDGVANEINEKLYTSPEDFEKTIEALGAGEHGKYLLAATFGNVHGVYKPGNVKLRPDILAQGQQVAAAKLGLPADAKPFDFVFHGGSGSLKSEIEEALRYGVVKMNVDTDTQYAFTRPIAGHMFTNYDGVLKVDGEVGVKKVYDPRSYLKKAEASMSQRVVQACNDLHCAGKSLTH
GDH-TPI counter: inhibits GDH-TPI coupling enzymes, artifact for Mtb FBA screen; GDH-TPI coupled enzyme counterscreen, NADH absorbance; inhibition, % at 4.8 µM; hit rate 1.2% among 360,000;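 further: 0% = DMSO wells and 100% = wells lacking the enzyme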
BoNT A protease: inhibitors of Botulinum neurotoxin A light chain protease | hit rate 0.17% among 360,000 | AID 588499 | multiplex microsphere protease substrate cleavage, flow cytometry | inhibition, % at 10 µM; in the data active means inhibition above about 30%; inconclusive means no clear call, values can overlap the other calls; further: plate controls were buffer without enzyme for full effect and enzyme alone for no effect
CCHF vOTU inh: blocks the CCHF virus ovarian tumor domain protease. CCHFV vOTU protease, Pep-AMC fluorescence. inhibition, % at 11.5 µM. AID 651958. hit rate 0.55% among 370,000; further: 0% = vehicle wells with enzyme and 100% = no enzyme wells
BoNT F protease: blocks Botulinum neurotoxin F light chain protease. Multiplex microsphere protease cleavage assay, flow cytometry. inhibition, % at 10 µM. hit rate 0.22% among 360,000. AID 588497; in the data active means inhibition above about 35%, passing the limit was not always enough; inconclusive means no clear call, values can overlap the other calls; further: plate controls were buffer without enzyme for full effect and enzyme alone for no effect
Mtb BioA inh: inhibitors of Mycobacterium tuberculosis BioA enzyme; purified M. tuberculosis BioA enzyme, plate reader; inhibition, % at 9.99 µM; hit rate 0.096% among 360,000; in the data active means inhibition above about 40%; inconclusive means no clear call, values can overlap the other calls
FadD28 binding: inhibitors of Mycobacterium tuberculosis FadD28 bisubstrate binding; AID 588549; FadD28 bisubstrate probe binding, fluorescence polarization; hit rate 0.22% among 360,000; inhibition, % at 12.5 µM; in the data active means inhibition above about 8.5%, passing the limit was not always enough; inconclusive means no clear call, values can overlap the other calls
PrPC TRFRET: reduces human prion protein on the cell surface; P04156; cell surface PrPC, TR-FRET read-out; inhibition, % at 13.8 µM; hit rate 0.43% among 370,000; AID 720596; in the data active means inhibition above about 24%; further: 0% = median of the test wells and 100% = reference compound wells
* marks the source's active call; other numbers are inactive results; ? = inconclusive; . = no result given; & = joins results of further samples. Unless noted, no stated cut-off is given here; in the data, active means inhibition above about 30%; inactive means the rest. Outcome played no part in choosing rows; 4.8% or so of the library scored in one or more.

SMILES | UGM FP inh | FBA Mtb inh | GDH-TPI counter | BoNT A protease | CCHF vOTU inh | BoNT F protease | Mtb BioA inh | FadD28 binding | PrPC TRFRET
CC(=O)NCC(=O)NC1CCCc2c1cnn2-c1ccccc1F (stereo not drawn) | 1.3 | 2 | -9 | 1.2 | -8 | 20 | -0.1 | -4.2 | 0
CC(=Nc1ccccc1)C1=C(O)CCCC1=O | -1.2 | 2 | 0 | -0.7 | -14 | -3 | 0.5 | -1.7 | -3
CCN1C(=O)CSc2ccc(C(=O)NCCCN3CCOCC3)cc21 | -0.5 | 0 | 3 | -0.9 | 16 | -10 | 0.6 | -1.8 | 4
CCCOc1ccccc1C1NC(=O)NC(C)=C1C(=O)OCCOC (stereo not drawn) | 0.8 | 1 | 7 | -0.1 | 16 | 1 | 7.2 | -0.9 | 2
COc1ccc(CNCC(O)(c2ccc(Cl)cc2)c2ccc(Cl)cc2)cc1OC | 1.8 | -4 | 9 | -5.7 | 15 | -22 | 0.7 | -2.5 | 23
S=C(NCCc1ccccc1)Nc1ncccn1 | . | 2 | 7 | 0.8 | 3 | 1 | -0.3 | -1.2 | -7
Cc1ccc(NC(=O)OCCN2CCN(Cc3ccccc3)CCC2=O)cc1 | -0.8 | -1 | 1 | 0.2 | 1 | 4 | 1.1 | -1.6 | 8
C[C@H]1CN([C@@H](C)CO)C(=O)c2cc(Br)cnc2O[C@@H]1CN(C)C(=O)CN(C)C | . | -1 | -10 | 0.3 | -2 | -4 | 0.4&-1.5 | -3.6 | -4
N=C1c2ccccc2-c2ccccc21 | . | 2 | 5 | 0.4 | -14 | -8 | -3.0 | 0.2 | 14
CCc1nn(C(C)C(=O)N(C)Cc2ccccc2)c(=O)c2cc3occc3n12 (stereo not drawn) | 0.2 | -1 | 3 | -1.3 | 14 | -6 | -4.0 | 0.6 | 3
Cc1ccc(CSCCNS(=O)(=O)c2ccc([N+](=O)[O-])cc2)cc1 | 2.0 | -1 | 3 | 1.5 | 14 | -1 | -1.2 | -1.0 | -8
COC(=O)Cc1cc(=O)[nH]c(/N=C(\N)Nc2ccccc2C)n1 | -0.5 | -6 | -2 | 0.3 | -11 | 0 | -2.1 | -0.9 | -1
Cc1noc(C)c1COc1ccccc1C(=O)NNC(=O)C(C)Oc1ccccc1F (stereo not drawn) | -0.2 | -1 | 1 | 1.4 | -3 | 5 | -1.2 | -0.8 | -4
CC(C)(C)[C@@H]1CCC(=O)N(CC[C@H](Sc2ccccc2)c2ccccc2)CC1 | 1.1 | 0 | -4 | 0.8 | 19 | 1 | -0.4 | -4.1 | 12
C(=C\c1ccccc1)/C=N/N1CCN(Cc2ccccc2)CC1 | -3.7 | 0 | 21 | 0.1 | -13 | 0 | . | -2.0 | -7
O=C(COC(=O)c1ccc2ccccc2n1)NCc1ccccc1 | 0.3 | 0 | 2 | -0.8 | 4 | -8 | -0.6 | -0.7 | 7
CS(=O)(=O)c1ccc2nc(NC(=O)c3cc([N+](=O)[O-])cc([N+](=O)[O-])c3)sc2c1 | 2.8 | -5 | 15 | -19 | -4 | -101 | -0.8 | -3.4 | -6
Nc1c2c(nn1-c1ccc(F)cc1)CSC2 | 3.9 | 2 | 4 | 2.1 | 14 | 9 | -1.6 | 0.1 | -7
CCOC(=O)C1(Cc2ccccc2)CCCN(Cc2ccc(OCCO)cc2)C1 (stereo not drawn) | -0.9 | 0 | 0 | -0.2 | 0 | -7 | -2.8 | 0.0 | 0
COc1cccc(NC(=O)CSc2nc3ccccc3c(=O)n2CCCC(=O)NCC2CCCO2)c1 (stereo not drawn) | 5.2 | 6 | 7 | 0.2 | 5 | -6 | 3.7 | -0.6 | 4

The final 7 entries of the section before come first, to join the parts.
SMILES | UGM FP inh | FBA Mtb inh | GDH-TPI counter | BoNT A protease | CCHF vOTU inh | BoNT F protease | Mtb BioA inh | FadD28 binding | PrPC TRFRET
CC(C)(C)[C@@H]1CCC(=O)N(CC[C@H](Sc2ccccc2)c2ccccc2)CC1 | 1.1 | 0 | -4 | 0.8 | 19 | 1 | -0.4 | -4.1 | 12
C(=C\c1ccccc1)/C=N/N1CCN(Cc2ccccc2)CC1 | -3.7 | 0 | 21 | 0.1 | -13 | 0 | . | -2.0 | -7
O=C(COC(=O)c1ccc2ccccc2n1)NCc1ccccc1 | 0.3 | 0 | 2 | -0.8 | 4 | -8 | -0.6 | -0.7 | 7
CS(=O)(=O)c1ccc2nc(NC(=O)c3cc([N+](=O)[O-])cc([N+](=O)[O-])c3)sc2c1 | 2.8 | -5 | 15 | -19 | -4 | -101 | -0.8 | -3.4 | -6
Nc1c2c(nn1-c1ccc(F)cc1)CSC2 | 3.9 | 2 | 4 | 2.1 | 14 | 9 | -1.6 | 0.1 | -7
CCOC(=O)C1(Cc2ccccc2)CCCN(Cc2ccc(OCCO)cc2)C1 (stereo not drawn) | -0.9 | 0 | 0 | -0.2 | 0 | -7 | -2.8 | 0.0 | 0
COc1cccc(NC(=O)CSc2nc3ccccc3c(=O)n2CCCC(=O)NCC2CCCO2)c1 (stereo not drawn) | 5.2 | 6 | 7 | 0.2 | 5 | -6 | 3.7 | -0.6 | 4
CCCCNS(=O)(=O)NC(=O)C1=C(N2CCCC2)COC1=O | -1.2 | -1 | -3 | -0.2 | -8 | 0 | 0.4 | 1.4 | 2
COc1ccc(Cc2nnc(SCc3ccc([N+](=O)[O-])cc3)o2)cc1 | 0.9 | -3 | 0 | -0.7 | -9 | 0 | . | 0.5 | -6
C#CCSc1nc(=O)c2cccnc2n1-c1ccc(C)cc1 | -1.2 | 2 | 0 | 0.2 | -8 | -11 | 5.8 | -3.3 | -2
COC(=O)c1ccc(CN2CCCC(C(=O)Nc3cccc(-n4cnnn4)c3)C2)cc1 (stereo not drawn) | -3.5 | 2 | -4 | -3.3 | 2 | -6 | 1.0 | . | -3
CCOC(=O)c1c(C2CCN(C(=O)OCC)CC2)nc2ccccn12 | 2.0 | -1 | 11 | -0.8 | 11 | -4 | 0.0 | -0.3 | 4
CC(C)Sc1n[nH]c(=O)n1-c1ccccc1 | 4.0 | 1 | 0 | ? | -7 | ? | 0.1 | -3.4 | -5
COc1cccc(C(=O)NCC[N+](C)(C)C)c1 | . | . | . | -0.1 | -1 | -3 | . | . | 5
O=C(CN1C(=O)S/C(=C\c2ccccc2F)C1=O)NC1C=CS(=O)(=O)C1 (stereo not drawn) | 2.7 | -2 | 31* | 3.4 | 18 | 4 | -1.6 | -0.7 | 3
CN(C(=O)c1ccc(Cl)c(S(=O)(=O)N2CCOCC2)c1)c1ccccc1C(=O)O | -0.2 | 0 | 7 | 0.6 | -1 | -3 | . | -1.2 | 8
COc1cccc(C(=O)Nc2ccc(NC(C)=O)cn2)c1 | -0.9 | -4 | 13 | -2.1 | 14 | -22 | -3.3 | 1.5 | 3
COCCCN(C(=O)c1ccccc1)c1nc(-c2ccc(OC)cc2)cs1 | -3.4 | 5 | 10 | -3.3 | 15 | 2 | -0.9 | -0.2 | 1
COCc1c(C(=O)N/N=C\c2cccs2)nnn1-c1nonc1N | -2.0 | -2 | 13 | -3.7 | -5 | 4 | 2.7 | -0.8 | 4
CS(=O)(=O)N1CCC(C(=O)Nc2ccc(C(F)(F)F)cc2)CC1 | -0.5 | -2 | 0 | -0.8 | -8 | -7 | . | -1.7 | 2
O=C(CN(c1cc(Cl)ccc1Cl)S(=O)(=O)c1ccccc1)N1CCOCC1 | -0.9 | 1 | 1 | -1.5 | -7 | -5 | -0.2 | 0.7 | -2
Cc1nc2ccc(NC(=O)N3CCC(c4ccccc4)C3)cc2nc1C (stereo not drawn) | -1.0 | 72* | 3 | -0.4 | -112 | -4 | 2.4 | -5.6 | -10
COc1ccc(CN(C)CC(O)COc2ccc(C(=O)c3ccccc3)cc2)c(OC)c1OC (stereo not drawn) | 2.0 | 0 | 10 | -2.2 | 3 | -33 | . | -2.8 | -10
Cc1ccc(NC(=O)C/C(N)=N/OC(=O)Nc2cccc(Cl)c2)cc1 | -2.1 | 0 | 2 | 1.5 | 3 | 3 | -0.7 | -3.7 | 0
Cc1cc(C)c(-c2csc(NC(=O)COC(=O)c3ccc4c(c3)OCO4)n2)c(C)c1 | 0.3 | 1 | 3 | -0.1 | -3 | -2 | . | -4.4 | -3
Clc1ccc(Nc2nc(C3CC3)cs2)cc1 | 5.2 | 1 | -4 | -0.3 | 4 | -6 | 0.4 | 1.4 | -2
C/C(Cl)=C\Cn1c(N2CCCC2)nc2c1c(=O)[nH]c(=O)n2C | -0.6 | -1 | 3 | . | -9 | . | -0.9 | 0.5 | -3
COCCn1c(C)cc(C(=O)COC(=O)c2ccc3ncsc3c2)c1C | 0.1 | 1 | -3 | -1.1 | 3 | -21 | 1.4 | -2.7 | 6
CCO[C@@H]1OC(C(=O)Nc2ccccc2)=C[C@H](c2csc3ccccc23)[C@H]1CCCO | 2.5 | 3 | 11 | -0.1 | 2 | 11 | 0.9 | -5.4 | 9
COc1ccc(C(=O)c2nc3c(n2O)CCCCC3)cc1 | -0.8 | 5 | 17 | 0.3 | 4 | 11 | 0.1 | -3.3 | 2
N#Cc1ccc(S(=O)(=O)N2CCC(N3CCCCC3)CC2)cc1 | -1.8 | 0 | 1 | 1.5 | -7 | 4 | -1.1 | 0.1 | -1
O=C(CN1CCS(=O)(=O)CC1)NNC(=O)C1CCCCC1 | 0.3 | 3 | 1 | -0.7 | -12 | 0 | . | -1.3 | -3
Cc1nc([N+](=O)[O-])c(Br)n1CC(=O)c1ccc(F)cc1 | . | 2 | 6 | -1.4 | 2 | 0 | . | 2.4 | 8
Cc1ccccc1Nc1nnc(SCC(=O)NC(=O)NCc2ccco2)s1 | 2.3 | 2 | 0 | -0.2 | -14 | 4 | -1.3 | -2.7 | -1
O=C(CSc1nc2ccccc2o1)Nc1nc(-c2ccccc2)cs1 | -0.3 | 13 | -2 | 0.6 | 14 | -9 | 0.0 | 0.4 | -3
Clc1cccc(-c2nc3ccc(Cl)cn3c2Cc2ccccc2)c1 | . | 3 | . | 2.7 | 12 | -2 | 2.1 | -2.9 | 0
S=C(NCCc1ccccc1)Nc1ccc(Cl)cc1Cl | -0.9 | 0 | -5 | -0.2 | -3 | -4 | . | -3.6 | -3
Cc1nonc1CC(=O)N1CCCC(C(=O)c2cccc(C(F)(F)F)c2)C1 (stereo not drawn) | 3.1 | -1 | -4 | -0.1 | 8 | 4 | 1.7 | 0.2 | 2
CCC(=O)c1cn(CC(=O)Nc2cccc(OC)c2)c2ccccc12 | 1.9 | 0 | 9 | . | -5 | . | -1.5 | -1.5 | 5
CCOC(=O)C1CCN(C(=O)c2ccc(Cl)c(NC3=NC4CS(=O)(=O)CC4S3)c2)CC1 (stereo not drawn) | 3.1 | -1 | 7 | -0.2 | -3 | 0 | -3.2 | -1.1 | 0
COc1ccc(CNC(=O)[C@H](Cc2ccccc2)NC(=O)C2CCNCC2)cc1 | 1.9 | 4 | 5 | -0.6 | -3 | -3 | . | -3.0 | -8
COc1ccccc1N1CCN(C2CCN(S(=O)(=O)c3ccc(C)cc3)CC2)CC1 | -0.4 | 3 | 3 | . | 2 | . | . | -1.0 | 1
COc1ccc(CNC(=O)CSCc2cnn(-c3ccccc3)c2-n2cccc2)cc1 | -2.5 | -1 | -2 | -0.7 | 0 | -4 | 0.5 | -4.8 | 5
COc1ccc(Cc2noc(CN3CCNC(=O)CC3)n2)cc1OC | 2.8 | 3 | 5 | -0.9 | -8 | 3 | 1.1 | -3.5 | -1
CCCCOC(=O)c1ccc(NC(=S)NC(=O)c2ccco2)cc1 | -0.6 | 6 | 5 | 2.0 | -6 | 11 | -1.2 | 0.4 | 0
Cc1csc(SCC(=O)NC2CCCCC2)n1 | 1.3 | 2 | 4 | -0.8 | 1 | -8 | 3.4 | -3.8 | -11
O=C(O)CC(C(=O)O)c1ccc(OCCCCOc2ccc(C(CC(=O)O)C(=O)O)cc2)cc1 (stereo not drawn) | 1.6 | -1 | 6 | -1.1 | -11 | -19 | -0.8 | -3.6 | 5
